EBI2 antag: blocks human EBI2 receptor beta-arrestin signaling; 360,000 compounds, 0.81% hits; inhibition, % at 5 µM; P32249; EBI2 beta-arrestin recruitment, luminescence, 7a,25-OHC stimulated; in the data active = inhibition above about 38%;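 also: enzyme fragment complementation signal reports receptor beta-arrestin coupling in cells; 0% = agonist plus DMSO wells and 100% = wells without agonist; some results beyond the cut were filed as inactive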
Target sequence (P32249 whole entry, looked up, the tested form may be a part): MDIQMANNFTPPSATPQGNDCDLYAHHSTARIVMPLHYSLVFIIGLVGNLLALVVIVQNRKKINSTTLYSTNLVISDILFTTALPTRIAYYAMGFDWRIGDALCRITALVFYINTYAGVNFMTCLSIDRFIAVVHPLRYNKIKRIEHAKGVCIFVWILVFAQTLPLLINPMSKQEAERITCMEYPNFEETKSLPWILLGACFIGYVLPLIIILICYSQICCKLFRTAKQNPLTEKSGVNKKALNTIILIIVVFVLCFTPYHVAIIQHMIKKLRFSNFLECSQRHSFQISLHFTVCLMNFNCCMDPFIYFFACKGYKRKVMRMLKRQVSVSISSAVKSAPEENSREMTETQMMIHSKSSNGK
CCR6 antagonist: blocks CCL20-driven beta-arrestin recruitment at human CCR6. P51684. CHO-K1 CCR6 PathHunter beta-arrestin, luminescence, CCL20-stimulated. inhibition, % at 20 µM. 340,000 compounds, 0.49% hits. AID 493098;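 active = compounds whose inhibition of the agonist-driven luminescence signal at 20 µM reaches about 50%, limit read from the data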;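 also: cells stimulated with CCL20 at 14 nM final; plate controls were DMSO with CCL20 for no effect and DMSO without agonist for full effect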
A3G deaminase: inhibitors of human APOBEC3G DNA deaminase. recombinant A3G, ssDNA deamination FAM/TAMRA fluorescence. inhibition, % at 20 µM. 330,000 compounds, 0.28% hits;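 active = inhibition of at least 40% at 20 µM, with no more than 30% in the related APOBEC3A deaminase screen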;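 also: plate controls were DMSO wells with A3G for no effect and wells lacking A3G enzyme for full effect; some compounds called inactive have numbers as strong as hits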
MPTP block: blocks calcium-induced mitochondrial swelling; isolated mouse mitochondria, Ca2+ swelling absorbance, 30 min; inhibition, % at 10 µM; 360,000 compounds, 1.4% hits;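 active = inhibition of 50% or more, scaled per plate between neutral and stimulator controls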;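 also: 0% = DMSO wells given calcium and 100% = 1 mM EGTA wells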
A3A deaminase: human APOBEC3A DNA deaminase inhibition | inhibition, % at 20 µM | recombinant A3A, FAM/TAMRA ssDNA deamination fluorescence | P31941 | AID 493011 | 330,000 compounds, 0.41% hits;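 active = at least 40% inhibition at 20 µM here, with at most 30% in a related deaminase screen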;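 also: plate controls were A3A with DMSO for no effect and wells lacking A3A enzyme for full effect; some results filed as inactive read as strong as hits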
Target sequence (P31941 whole entry, looked up): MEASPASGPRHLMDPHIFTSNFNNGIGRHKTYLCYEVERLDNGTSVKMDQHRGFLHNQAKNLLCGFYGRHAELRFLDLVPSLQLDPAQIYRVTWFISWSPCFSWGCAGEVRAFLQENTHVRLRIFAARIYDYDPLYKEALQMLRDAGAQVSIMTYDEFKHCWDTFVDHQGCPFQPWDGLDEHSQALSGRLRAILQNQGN
NR3A LBD binder: modulators (binders) of human NR3A ligand-binding domain; 340,000 compounds, 2.5% hits; NR3A LBD differential scanning fluorimetry, Tm shift; 0% = protein alone, 100% = glycine-bound protein; Tm shift relative to glycine control, % at 25 µM;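 active = melting temperature shift of at least 10% of the positive control shift, at one fixed dose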
CXCR6 inh: CXCR6 (human) receptor inhibition; O00574; CHO-K1 PathHunter CXCR6 beta-arrestin, luminescence; inhibition, % at 20 µM; 360,000 compounds, 0.36% hits; in the data active = inhibition above about 34%, passing the limit was not always enough;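 also: antagonist mode with CXCL16 agonist at 10 nM final; 0% = 10 nM CXCL16 with DMSO and 100% = unstimulated wells without agonist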
Target sequence (O00574 whole entry, looked up): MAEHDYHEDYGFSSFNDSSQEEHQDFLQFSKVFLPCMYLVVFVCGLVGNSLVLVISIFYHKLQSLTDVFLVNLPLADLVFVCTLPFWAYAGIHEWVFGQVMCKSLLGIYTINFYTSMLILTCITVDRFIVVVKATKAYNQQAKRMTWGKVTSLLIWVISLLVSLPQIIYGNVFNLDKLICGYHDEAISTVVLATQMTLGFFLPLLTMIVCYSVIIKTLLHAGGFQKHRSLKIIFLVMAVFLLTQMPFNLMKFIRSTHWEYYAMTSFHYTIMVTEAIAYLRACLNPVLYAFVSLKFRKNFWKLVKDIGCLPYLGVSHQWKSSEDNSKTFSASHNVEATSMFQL
Gli-Sufu block: blocks Gli-Sufu signaling in a luciferase reporter; Sufu-KO-LIGHT fibroblasts, Gli luciferase reporter luminescence; inhibition, % at 5 µM; 340,000 compounds, 0.74% hits; AID 588413;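 active = inhibition above about 55%, limit read from the data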;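 also: 0% = DMSO-treated cells and 100% = wells with medium but no cells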
Active calls of the source: *; · = no result given.

SMILES	EBI2 antag	CCR6 antagonist	A3G deaminase	MPTP block	A3A deaminase	NR3A LBD binder	CXCR6 inh	Gli-Sufu block
COc1ccccc1NC(=O)c1ccc(S(=O)(=O)N(C)c2ccccc2)cc1	-14	5	-3	-1.5	-1	3	3	15
Cc1ccccc1NC(=O)Cn1nc(C)n2cccc2c1=O	-2	12	-6	-0.8	-5	3	5	4
Cc1cc(C(=O)N/N=C/c2sc(N3CCOCC3)nc2-c2ccccc2)c(C)o1	13	2	-2	-2.1	-4	0	5	22
C=CCn1c(SCC(=O)N2CCOCC2)nnc1C(C)NC(=O)c1ccccc1 (centres undefined)	-6	-13	-1	0.9	0	0	-1	-17
CCN(CC)S(=O)(=O)c1ccc(OC)c(NC(=O)c2ccc(-n3cncn3)c([N+](=O)[O-])c2)c1	-7	2	-6	-1.1	2	-1	-15	-5
CCC(=O)n1nc(-c2ccc(OC)cc2)nc1N	-24	-11	0	-3.4	-1	0	-3	6
O=C(Nc1ccnn1C1CCN(C(=O)c2ccc(Cl)c(F)c2)CC1)C1CCOC1 (centres undefined)	8	10	-5	-0.3	-1	8	10	-9
COc1cc2c(cc1OC)C(c1cc3cc(OC)c(OC)cc3[nH]c1=O)N(C(=O)C1CC1)CC2 (centres undefined)	-14	0	-1	-2.7	9	0	0	2
Fc1ccc(Oc2ncccn2)c(F)c1	0	6	-2	2.2	-2	0	-16	3
CC(CCc1ccco1)NC(=O)Cn1ncc2c(=O)oc3ccccc3c21 (centres undefined)	3	2	-8	-1.9	-2	2	-1	0
Cc1cccc(N2CCN(c3ccc4cc(S(=O)(=O)N5CCCCC5)ccc4n3)CC2C)c1 (centres undefined)	7	19	-6	3.4	-4	-2	9	35
O=C(Nc1nccs1)c1ccc(Br)c(S(=O)(=O)N2CCOCC2)c1	16	-1	-5	-0.9	-1	-1	-5	2
COc1ccc(C(=O)NC2=NCCS2)cc1	-10	7	-3	0.0	-1	1	-4	-10
O=C(NCc1ccco1)C1CCCN1C(=O)Nc1ccccc1Cl (centres undefined)	5	8	-10	-3.9	0	-1	3	-6
CS/C(N)=N/N=C/c1cc(Br)cc(Br)c1O	3	18	-8	7.2	-5	2	34	0
O=C(OCC(=O)N1CCc2ccccc2C1)c1ccc(OC(F)F)cc1	-8	12	-4	-0.5	-1	1	-3	-4
Cc1ccc(NC(=O)CCC(=O)OCC(=O)c2ccc(Oc3ccc([N+](=O)[O-])cc3)cc2)cc1C	-5	9	6	7.7	5	-7	5	-2
COc1cccc(CN2CCN(Cc3ccc4c(c3)OCCO4)CC2CCO)c1 (centres undefined)	0	-3	-7	1.1	-7	1	13	10
c1ccc(Nc2c3c(nc4ncnn24)CCC3)cc1	2	17	-1	-1.1	2	0	2	-2
CCC(=O)c1ccc(OCC(=O)OCC(=O)Nc2ccc(C)c(S(=O)(=O)N3CCCCC3)c2)cc1	-1	-7	-9	-0.5	-3	-4	8	4

In the list so far, 2 contain a nitro group on carbon:
SMILES	EBI2 antag	CCR6 antagonist	A3G deaminase	MPTP block	A3A deaminase	NR3A LBD binder	CXCR6 inh	Gli-Sufu block
CCN(CC)S(=O)(=O)c1ccc(OC)c(NC(=O)c2ccc(-n3cncn3)c([N+](=O)[O-])c2)c1	-7	2	-6	-1.1	2	-1	-15	-5
Cc1ccc(NC(=O)CCC(=O)OCC(=O)c2ccc(Oc3ccc([N+](=O)[O-])cc3)cc2)cc1C	-5	9	6	7.7	5	-7	5	-2

Further results.
SMILES	EBI2 antag	CCR6 antagonist	A3G deaminase	MPTP block	A3A deaminase	NR3A LBD binder	CXCR6 inh	Gli-Sufu block
COc1ccc(OC)c(-c2csc(NC(=O)Cc3ccccc3)n2)c1	8	3	0	0.8	3	1	-13	28
Cc1cc(C)nc(/N=C(\N)N(Cc2ccccc2)Cc2ccccc2)n1	2	9	-1	1.2	-1	-1	-8	38
C#CCOCCOCCOCCNc1nc(N2CCN(C(=O)[C@H]([C@@H](C)CC)n3cc([C@@H](N)Cc4ccc(O)cc4)nn3)CC2)nc(N2CCN(C(=O)[C@H]([C@@H](C)CC)n3cc([C@@H](N)CC(C)C)nn3)CC2)n1	0	1	-5	-2.4	-2	-1	18	6
CC1(C)CC2CC(C)(CN2/C=C2/CCCCC2=O)C1 (centres undefined)	-2	0	-2	0.3	4	0	-3	5
Cc1cn(C(=O)CN2C(=O)c3ccccc3C2=O)c(C)n1	0	2	·	0.1	·	2	9	-8
COC(=O)C(Cc1ccccc1)NC(=O)CNS(=O)(=O)c1ccc(Br)cc1 (centres undefined)	-4	-4	-6	-1.8	-3	-6	7	-2
O=C(COC(=O)c1cnccn1)NC(=O)c1ccccc1	-12	2	5	-1.4	4	0	1	-6
COc1cc(C(=O)NCC2CCCO2)ccc1OCc1ccc(Cl)cc1Cl (centres undefined)	1	17	-11	-3.6	-1	0	-3	-2
CCOc1ccccc1C(O)C1=CC(=O)c2ccccc2C1=O (centres undefined)	-11	0	·	-0.7	·	-3	-6	-4
S=C(NC1CCCCC1)N1CCN(C/C=C/c2ccccc2)CC1	4	1	-11	5.1	-1	2	-6	23
CCn1c(C)c(C)c2cc(C(=O)NCCCN3CCCCC3C)ccc21 (centres undefined)	11	8	-1	-0.6	-3	0	-9	26
Oc1[nH]c2ccc(Br)cc2c1N=NC(=S)N1CCOCC1	42*	30	23	1.4	-7	-4	8	86*
COc1ccc(CN2CN(c3ccc(Cl)cc3)C(=O)N(n3cnnc3)C2)cc1	-4	-16	-8	-1.8	-2	2	44*	-3
Cn1ccs/c1=N\S(=O)(=O)c1ccc(F)cc1	4	8	-3	-0.1	5	4	1	-2
O=C(/C=C/c1ccc(Br)cc1)NCCCn1ccnc1	5	16	-4	0.8	-7	0	4	9
COc1ccc(NC(=O)CCN2CCN(c3ccc(F)cc3)CC2)cc1	19	4	3	0.0	-7	-2	6	0
COc1ccc(Sc2ccc(-c3nc4cnccn4c3NC3CCCCC3)cc2OC)cc1	21	-6	-8	-0.2	-2	-9	0	5
O=C(NC1CCCC1)C1CCCN(S(=O)(=O)c2ccc(F)cc2)C1 (centres undefined)	-6	-4	19	-0.6	3	-2	-1	24
Cc1c(Cl)cccc1NC(=O)CCC(=O)NNC(=O)c1ccccc1	3	4	-5	-0.1	-2	0	8	-5
COc1ccc(-n2cnnc2SCC(=O)NCc2cccs2)cc1	-4	5	-7	0.1	-2	0	0	3
CCc1ccc2nc(N(CCCN(C)C)C(=O)c3ccc(C(=O)c4ccccc4)cc3)sc2c1	-6	12	-9	2.5	-4	2	-1	12
O=C(c1ccc(Sc2ccccc2)c([N+](=O)[O-])c1)N1CCOCC1	-18	2	-9	1.3	-4	16*	-7	4
Cc1ccccc1OCc1csc(N)n1	-5	1	-11	0.2	-2	-1	-4	-7
O=C1NC(c2ccc(F)cc2)Oc2ccccc21 (centres undefined)	-4	3	-4	0.4	-3	-3	7	-1
CC(C)(C)NC(=O)NC(=O)COC(=O)Cn1c(C(F)(F)F)nc2ccccc21	0	11	18	1.0	-2	-1	9	4
Nc1nnn(CC(=O)N/N=C/c2cccc3ccccc23)n1	-1	5	-5	-2.4	1	-1	-3	-6
CC(NC(=S)Nc1ccccc1)C(c1cccs1)N1CCOCC1 (centres undefined)	-13	18	-2	0.1	4	-1	3	5
COc1ccc(NC(=O)COC(=O)CCc2nc3ccccc3c(=O)[nH]2)c(OC)c1	-8	-1	0	-1.3	0	0	-1	1
CCC(CC)NC(=O)CSc1ccc(S(=O)(=O)N2CCOCC2)cn1	-10	5	-8	0.2	-4	2	1	3
O=C(NC(=S)Nc1ccc(CN2CCOCC2)cc1)c1ccc([N+](=O)[O-])cc1Cl	-4	42	-2	2.2	1	-1	15	-9
COc1ccc(C2Nc3ccccc3C(=O)N2Cc2ccccc2)cc1COc1ccccn1 (centres undefined)	-3	10	0	0.7	3	0	-1	8
CC(O)c1cccc(NC(=O)C2CCCCC2)c1 (centres undefined)	-28	7	0	-3.6	3	0	-4	-1
C#CCOCCOCCOCCNc1nc(N2CCN(C(=O)[C@H](CCC(=O)O)n3cc(CN)nn3)CC2)nc(N2CCN(C(=O)[C@H](CCCCN)n3cc([C@@H](N)CC(N)=O)nn3)CC2)n1	-13	-6	-4	-0.4	-3	-2	-1	-6
CCOc1ccc(CCNc2nc3ccccc3n3cnnc23)cc1OCC	-11	10	-7	2.0	-2	-2	-13	14
COc1cccc(-n2c(=S)[nH]c3c(oc4ccccc43)c2=O)c1	7	6	-5	1.6	1	2	2	10
COc1ccc(N2CCN(S(=O)(=O)c3cccc4cccnc34)CC2)cc1	10	-3	-3	-2.5	-4	3	-1	9
FC(F)(F)c1ccccc1NC(=S)N1CCCC1	4	9	-12	0.3	-5	0	1	-2
Cn1c(=O)[nH]c(=O)c2c1nc(N1CCCCC1)n2CCSc1ncccn1	-1	2	4	0.5	1	0	4	-1
C=CCNc1nc(-c2c(C)nc3sccn23)cs1	5	15	1	8.8	1	0	7	-2
COc1ccc(C(=O)CSc2nc3ccccc3n2CC(=O)c2ccccc2)cc1	8	10	-3	1.3	0	-7	7	7
CC(C)NC(=O)Cn1c(=O)n(CC(=O)N2CCCCC2)c(=O)c2sccc21	-16	-10	-6	-2.9	-2	1	6	8
COc1ccc(N2CC(C(=O)NCc3ccco3)CC2=O)cc1 (centres undefined)	-5	-10	-1	2.6	41*	0	-1	4
COc1ccccc1N1CCN(c2nnc(-c3ccc(F)cc3)c3ccccc23)CC1	-12	0	-2	-3.1	1	3	6	1
O=C(CSc1nnnn1-c1cccc2c1CCCC2)N1CCCC1	-6	-10	-3	8.7	-2	4	-9	-4
Cc1ccc(CCNC(=O)C2CCC(=O)N2CCc2ccccc2)cc1 (centres undefined)	3	1	-4	0.1	1	0	-2	-3
OC(c1ccccc1)c1ccncc1 (centres undefined)	-7	6	-1	-0.8	1	-1	-20	-10
COc1ccc(/C(O)=C2/C(=O)C(=O)N(c3ncccn3)C2c2ccc(OC)c(OC)c2)cc1 (centres undefined)	-4	1	-8	-4.3	-9	0	-1	-3
NS(=O)(=O)c1cccc(NC(=S)NC(=O)C23CC4CC(CC(C4)C2)C3)c1	-1	33	-3	0.9	2	-19	25	-2

Bioassay records deposited in PubChem BioAssay by Sanford-Burnham Center for Chemical Genomics.
